CRFBP-R2 block: antagonists of CRF-BP/CRF-R2 complex, primary screen, cell-based, HEK293, calcium dye fluorescence, uHTS | CRF-induced calcium fluorescence | inhibition, % at 11.8 µM | 350,000 tested, 0.59% active | AID 588475, 2011;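 active means inhibition of the ligand-induced calcium signal above about 50% at the single tested concentration, limit read from the data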
VIM-2 inh: VIM-2 metallo-beta-lactamase inhibitors, primary screen, biochemical, epi-absorbance readout, Pseudomonas aeruginosa enzyme. purified VIM-2, nitrocefin hydrolysis, epi-absorbance fluorescence. inhibition, % at 5.6 µM. 290,000 tested, 0.89% active. AID 1527, 2009;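 active means inhibition above the mean of all tested compounds plus 3 SD, cutoff set per screening run, cut at about 7.5% in these data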;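 further: red hydrolysis product quenches plate fluorescence so inhibitors raise well fluorescence; 0% = enzyme with DMSO and 100% = DMSO without enzyme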
IMP-1 inh: IMP-1 metallo-beta-lactamase inhibitors, primary screen, biochemical, epi-absorbance readout, Pseudomonas aeruginosa enzyme; metallo-beta-lactamase IMP-1 (Pseudomonas aeruginosa); inhibition, % at 5.6 µM; AID 1556, 2009; 290,000 tested, 0.45% active; purified IMP-1, nitrocefin hydrolysis, epi-absorbance fluorescence;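 active means inhibition above the mean plus 3 SD of all compounds in the same screening run, cut at about 4.5% in these data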;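 further: 0% = IMP-1 with DMSO and 100% = DMSO wells lacking enzyme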
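Material – recombinant IMP-1 enzyme, purified · Amount – IMP-1 0.2 nM before substrate addition · Medium – HEPES buffer pH 7.1 with ZnSO4 and Brij 35 · Timing – 25 °C, 15 min preincubation, 25 min reaction · Measured by – plate fluorescence quenching by hydrolysis product, ex 480/em 530 nm · Read-out – percent enzyme inhibition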
GalR3 antag: GalR3 antagonists in HEK293 cells, primary screen, cell-based, fluorescence readout. Galanin receptor type 3 (Homo sapiens), O60755. HEK293 GalR3-CNG cAMP membrane potential fluorescence; galR3 body fused to GalR1 C-terminus. inhibition, % at 3 µM. 360,000 tested, 0.44% active;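 active means inhibition above the screen-wide average plus 3 SD, cut at about 13% in these data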;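 further: forskolin and galanin both at EC90 stimulate the cells; cAMP rise reported by CNG channel membrane potential dye signal; 0% = forskolin plus galanin with DMSO and 100% = forskolin alone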
IDE inh: human IDE inhibitors in live cells, primary screen, fluorescence polarization, HEK cells, FAbetaB substrate | 320,000 tested, 0.41% active | FAbetaB cleavage | inhibition, % at 5.59 µM | Insulin-degrading enzyme (Homo sapiens), P14735 | AID 434962, 2010;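 active means percent inhibition above the average of all tested compounds plus 3 SD, set per screening campaign, cut at about 16% in these data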;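 further: IDE supplied by intact live HEK cells; FP after avidin binding of uncleaved biotin substrate so inhibition keeps polarization high; 0% = DMSO wells and 100% = 60 µM reference IDE inhibitor Ii1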
SUMO HTRF inh: inhibitors of in vitro SUMOylation cascade, primary screen, biochemical, HTRF, uHTS; SUMO-conjugating enzyme UBC9 (Homo sapiens), P63279; HTRF SUMOylation assay, SAE1/SAE2 + UBC9; inhibition, % at 35 µM; 290,000 tested, 0.36% active; AID 2006, 2009; in the data active means inhibition above about 50%, passing the limit was not always enough; further: strong numbers were not always called active
pCIP destab: p/CIP-EGFP fusion destabilizers, primary screen, fluorescence, F442A cells; Q05BA5; 16 h; decrease of EGFP signal, % at 10 µM; 290,000 tested, 0.01% active;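 active means EGFP signal decrease of at least 30% at 10 µM or well 3 SD below plate mean, unless failing retest; inactive means the rest, including hits failing retest or dose response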; further: some compounds called inactive have numbers as strong as hits; many of its hits are not listed in these tables
Target sequence (Q05BA5 1-1403): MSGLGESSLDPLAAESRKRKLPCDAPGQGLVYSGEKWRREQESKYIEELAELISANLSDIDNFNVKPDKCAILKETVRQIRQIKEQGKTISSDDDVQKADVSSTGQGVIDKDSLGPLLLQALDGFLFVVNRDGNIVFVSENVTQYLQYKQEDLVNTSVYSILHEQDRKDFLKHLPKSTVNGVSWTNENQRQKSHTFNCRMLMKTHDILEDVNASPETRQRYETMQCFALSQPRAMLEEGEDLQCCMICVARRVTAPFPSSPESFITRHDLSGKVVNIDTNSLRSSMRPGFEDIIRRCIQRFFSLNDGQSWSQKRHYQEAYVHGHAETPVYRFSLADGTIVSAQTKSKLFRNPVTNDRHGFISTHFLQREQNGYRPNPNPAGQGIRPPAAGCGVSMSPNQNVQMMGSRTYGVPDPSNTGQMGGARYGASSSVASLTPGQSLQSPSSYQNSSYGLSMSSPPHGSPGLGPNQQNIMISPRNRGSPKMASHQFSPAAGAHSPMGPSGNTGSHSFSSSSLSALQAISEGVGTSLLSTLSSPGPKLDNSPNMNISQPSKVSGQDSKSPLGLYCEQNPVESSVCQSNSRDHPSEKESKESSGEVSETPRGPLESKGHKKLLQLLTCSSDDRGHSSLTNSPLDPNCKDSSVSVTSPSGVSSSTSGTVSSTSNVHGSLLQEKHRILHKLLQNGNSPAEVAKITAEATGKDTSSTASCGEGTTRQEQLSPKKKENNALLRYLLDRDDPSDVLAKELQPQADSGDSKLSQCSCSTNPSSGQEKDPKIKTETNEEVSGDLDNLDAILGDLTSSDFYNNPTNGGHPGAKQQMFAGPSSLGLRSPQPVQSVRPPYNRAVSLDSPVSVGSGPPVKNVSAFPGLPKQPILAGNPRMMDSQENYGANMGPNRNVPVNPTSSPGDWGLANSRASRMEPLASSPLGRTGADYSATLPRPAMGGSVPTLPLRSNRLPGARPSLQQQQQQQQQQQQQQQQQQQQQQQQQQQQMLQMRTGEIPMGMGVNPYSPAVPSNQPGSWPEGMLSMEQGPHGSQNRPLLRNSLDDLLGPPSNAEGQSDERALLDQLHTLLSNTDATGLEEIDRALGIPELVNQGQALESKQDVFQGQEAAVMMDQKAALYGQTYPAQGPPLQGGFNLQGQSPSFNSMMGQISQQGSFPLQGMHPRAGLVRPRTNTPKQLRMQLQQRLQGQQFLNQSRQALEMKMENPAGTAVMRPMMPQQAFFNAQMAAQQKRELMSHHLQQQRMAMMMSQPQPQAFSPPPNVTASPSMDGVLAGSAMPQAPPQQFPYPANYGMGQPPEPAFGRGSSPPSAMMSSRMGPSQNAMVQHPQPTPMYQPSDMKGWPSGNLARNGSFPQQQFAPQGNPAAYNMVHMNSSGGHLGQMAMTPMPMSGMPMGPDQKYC
IDE act: human IDE activators in live cells, primary screen, fluorescence polarization, HEK cells, FAbeta-B substrate; Insulin-degrading enzyme (Homo sapiens), P14735; FAbeta-B cleavage; 0% vehicle, 100% cell-free pure enzyme wells; activation, % at 5.96 µM; 340,000 tested, 0.073% active; AID 493087, 2011;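 active means activation above the mean of all tested compounds plus 3 SD, set per screening campaign, cut at about 17% in these data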
HCV NS3 hel inh: inhibitors of HCV NS3 helicase, primary screen, biochemical, Cy5 molecular beacon fluorescence. Hepatitis C virus NS3 helicase. NS3 helicase DNA unwinding. inhibition, % at 10.9 µM. 290,000 tested, 0.56% active;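 active means inhibition above the mean of all tested compounds plus 3 SD, set per campaign, cut at about 35% in these data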;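 further: 0% = DMSO wells and 100% = thioflavine S control wells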
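Compound dosing – single dose, 10.9 µM nominal final, DMSO 0.8% final · System – NS3 helicase fragment of HCV · Buffer or medium – MOPS pH 6.5, MgCl2, DTT, Tween20, BSA · Signal – Cy5 beacon fluorescence read at start and 1 h · Also added – annealed dual-labelled DNA beacon duplex, ATP-started · Schedule – 1 h at 25 °C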
Numbers without * were called inactive; . = no result given. Hits appear at their usual frequency. About 3.2% of those tested had a hit in this group.

SMILES	CRFBP-R2 block	VIM-2 inh	IMP-1 inh	GalR3 antag	IDE inh	SUMO HTRF inh	pCIP destab	IDE act	HCV NS3 hel inh
COc1ccc(CSCC(=O)Nc2ccccc2)cc1[N+](=O)[O-]	6	1.3	-0.3	-5	2	-7	4	-1	8
Cc1ccc(S(=O)(=O)N(C)C)cc1NC(=O)COC(=O)c1ccc2ccccc2n1	2	.	.	3	4	.	.	-2	.
CC(C)C(NC=C1C(=O)OC(C)(C)OC1=O)C(=O)O (centres undefined)	-3	-3.2	-3.9	-6	-13	-8	1	11	-2
CCOc1ccc(/C=C/C2=Cc3c(sc(NC(=O)CSc4n[nH]c(N)n4)c3C#N)C(C)(C)C2)cc1	-114	-2.7	-3.2	1	-5	0	-15	2	17
Cc1cc(C(=O)N2CCN(c3ccccc3)CC2)c(C)o1	6	0.2	-2.3	-6	2	15	-10	3	-3
CCOC(=O)c1c(C)[nH]c(C(=O)COc2ccc3c(c2)OCO3)c1C	1	-0.8	-1.9	-1	4	-4	6	-2	-4
O=C(N/N=C/c1ccccn1)c1ccc(Br)cc1	8	-3.1	-2.0	-9	0	3	4	6	-11
COc1ccc(CCN(C)C(=O)CSc2nnc(C3CC3)n2N)cc1OC	-6	.	.	-5	-1	.	.	-2	.
COc1ccc(CN(Cc2nc3ccccc3c(=O)[nH]2)C(=O)NC2CCCCC2)cc1	-25	-3.4	-2.0	-2	1	4	2	3	1
CCOC(=O)N1CCN(C(=O)CCc2ccc(S(=O)(=O)NCC(C)C)cc2)CC1	-6	.	.	-1	-4	.	.	4	.
O=C(CN1CCN(C(=O)N2CCOCC2)CC1)Nc1ccc(Br)cc1	2	-0.4	-0.5	-2	-3	-3	-2	4	-4
O=C(COc1ccc(Cl)cc1Br)N1CCN(S(=O)(=O)c2ccccc2)CC1	-42	-2.0	-1.9	-4	.	-1	-14	4	-6
COc1ccc(/C=C2/C(=O)N(c3nc4ccccc4s3)N=C2CSc2ccc(Cl)cc2)cc1	8	-3.9	-2.3	-1	-6	-3	1	2	28
CNc1nc(C)cc(C)c1S(=O)(=O)c1ccc(Cl)cc1	-6	-2.7	-4.3	-8	-1	3	-21	2	4
COc1ccc(OC)c(CC(NC(C)=O)C(=O)NC2CCN(C(=O)c3cccc(C)c3)CC2)c1 (centres undefined)	-8	-2.3	-2.5	-2	.	1	-2	0	-6
COc1cc(CNc2cccc(F)c2)cc(Br)c1O	18	-3.9	-4.6	-5	2	5	2	8	0
CC(/C=N/NC(=O)c1cc(-c2cccn2C)n[nH]1)=C\c1ccccc1	-54	-3.7	-3.6	5	4	4	-11	.	21
COc1ccc(Cl)cc1NC(=O)COC(=O)C1CC1	-9	.	.	-2	-5	.	.	0	.
CC(C)[C@H](NC(=O)c1ccco1)C(=O)OCC(=O)Nc1ccccc1OC(F)F	11	-0.9	-2.5	-6	0	21	4	5	12
CCn1cnc2c1c(=O)n(CC(=O)NCc1ccccc1)c(=O)n2Cc1ccccc1	-5	-3.9	-2.4	-6	4	-4	-4	5	3
Cc1ccc(CN(C(=O)CNC(=O)c2cccs2)C(C(=O)NCC2CCCO2)c2ccccc2)cc1 (centres undefined)	1	-3.7	-3.2	-8	0	-5	-10	2	-12
FC(F)Sc1ccc(NC(=S)NCC2CCCCC2)cc1	7	-5.7	-3.3	-7	-2	-7	-2	2	0
CCOC(=O)NNC(=O)c1[nH]c2ccc(Br)cc2c1-c1ccccc1	57*	-0.4	-0.2	-10	1	-9	-10	2	-21
COc1ccc(NC(=O)c2ccco2)cc1NC(=O)c1ccc(C)cc1	1	-1.5	-1.1	-3	2	39	-8	-1	-1
CC(=O)N1c2ccc(S(=O)(=O)N3CCC(C(=O)NC4CCC(C)CC4)CC3)cc2CC1C (centres undefined)	2	-0.8	0.6	-7	-4	.	-8	3	2

(next part)
SMILES	CRFBP-R2 block	VIM-2 inh	IMP-1 inh	GalR3 antag	IDE inh	SUMO HTRF inh	pCIP destab	IDE act	HCV NS3 hel inh
CCN(CC)c1ccc(-c2n[nH]c(=S)n2-c2ccccc2)cc1	12	-2.4	-1.2	-5	3	2	-5	-4	12
COCCNC(=O)c1ccc2c(c1)ncn2-c1ccc(C)c(Cl)c1	-11	-1.1	-3.0	-6	1	0	12	1	-1
COc1cccc(CN(C)C(=O)c2cc(S(=O)(=O)N3CCCC3)ccc2C)c1OC	8	.	.	-4	6	.	.	3	.
COCCNC(=O)c1cc2c3ccccc3n(C)c2s1	29	-1.1	-0.6	-6	4	0	4	-3	9
CCn1c(=O)cc(SCC(=O)N2CCN(c3ccccc3OC)CC2)c2ccccc21	-4	-1.8	-0.7	-4	14	-8	-7	-16	-10
Cc1[nH]ncc1-c1nc2ccccc2[nH]1	5	-1.7	-1.9	-9	-4	14	-4	2	24
Cc1cc(C)c(S(=O)(=O)N2CCN(C(=O)c3cc4ccccc4oc3=O)CC2)c(C)c1	-25	.	.	4	-4	.	.	2	.
COc1ccc(NC(=O)CSc2nnnn2C2CCCCC2)cc1	2	0.1	-3.1	-8	3	-2	-2	2	-5
Cc1ccc(C(=O)c2cncc(Br)c2)cc1	-8	-0.6	-0.3	2	2	-2	8	7	1
CCOC(=O)C1=C(CNCc2ccccc2Cl)NC(=O)NC1c1ccc2c(c1)OCO2 (centres undefined)	8	-2.9	-6.6	-2	3	-6	-19	3	-3
COC(=O)CSC(C)C(=O)Nc1nnc(C(C)C)s1 (centres undefined)	-2	-0.3	-0.5	-1	-1	-4	0	3	6
Cc1ccc(C(=O)NC2CCCCCC2)cc1N1CCCC1=O	37	-2.8	-4.6	-3	4	-17	8	5	10
CCOC(=O)c1cc(NC(=O)c2cccs2)ccc1N1CCOCC1	4	-1.9	-2.4	-4	-2	25	3	2	6
CCOc1ccc(NC(=O)CSC(N)=O)cc1	8	-0.6	-1.6	-2	2	23	-10	-9	-3
COc1ccc(S(=O)(=O)N(C)CC(=O)Nc2ccc3c(c2)OCO3)cc1	-7	-3.3	1.2	-5	7	-9	-7	3	-4
COc1ccccc1C(=O)NCCC(=O)NCC1COc2ccccc2O1 (centres undefined)	0	.	.	1	-3	.	.	2	.
Cc1nnc(SCC(=O)NC(=O)NCCC(C)C)s1	-12	-2.3	-3.4	-4	-1	0	-24	.	-4
CC(C)Oc1ccc(/C=N/NC(=O)C2CCCN2S(=O)(=O)c2ccc(Cl)cc2)cc1 (centres undefined)	16	-2.7	0.5	.	5	5	-6	2	2
COc1ccccc1C1CCN(Cc2c(C)[nH]c3ccccc23)CC1	-8	1.6	-0.9	-9	3	-3	-2	8	-12
Nn1c(Cc2cccc3ccccc23)nnc1SCCOc1ccc(F)cc1	-1	-3.3	-3.5	-2	0	-22	4	-1	-8
CCCn1c(=O)c(C(=O)NCc2ccc3c(c2)OCO3)c(O)c2ccccc21	-10	-3.7	-3.4	-3	.	5	-12	4	-4
CC(/C=N/NC(=O)c1cccs1)=C\c1ccccc1	-34	-1.0	-0.1	-3	2	7	11	-1	3
O=C(Cn1nc(-c2ccccc2)ccc1=O)NCc1ccc2c(c1)OCO2	19	-4.1	-2.5	-2	8	30	0	-1	-1
c1csc(CNc2ncnc3ccc(-c4ccc5c(c4)OCO5)cc23)c1	1	.	.	-1	-3	.	.	3	.
CCOC(=O)c1ccc(S(=O)(=O)N2CCN(C(C)=O)CC2)cc1	-7	-3.1	-3.4	-1	0	3	4	1	4

The closing two entries of the part before come first, to join the parts:
SMILES	CRFBP-R2 block	VIM-2 inh	IMP-1 inh	GalR3 antag	IDE inh	SUMO HTRF inh	pCIP destab	IDE act	HCV NS3 hel inh
c1csc(CNc2ncnc3ccc(-c4ccc5c(c4)OCO5)cc23)c1	1	.	.	-1	-3	.	.	3	.
CCOC(=O)c1ccc(S(=O)(=O)N2CCN(C(C)=O)CC2)cc1	-7	-3.1	-3.4	-1	0	3	4	1	4
O=C(CCS(=O)(=O)c1ccccc1)N(CCCN1CCOCC1)c1nc2c(F)cccc2s1	-17	.	.	-1	2	.	.	-3	.
COC(=O)c1ccc(C23CC4(C2)[C@H](CN(Cc2ccc(C(F)(F)F)cc2)[C@@H]4c2ccccc2)C3c2ccccc2)cc1 (some centres undefined)	-18	.	.	.	4	-10	-4	3	.
COc1ccc2[nH]c(=O)c(CN(CC3CCCO3)C(=O)Nc3ccc(F)cc3)cc2c1 (centres undefined)	-10	-6.9	-2.9	0	.	10	-3	2	2
CNC(=O)C1Cc2ccccc2CN1S(=O)(=O)c1ccc(OC)c(OC)c1 (centres undefined)	29	-1.1	-2.8	-11	0	10	-5	1	-6
O=C(COC(=O)CCN=C1NS(=O)(=O)c2ccccc21)NC1CCCCCCC1	13	-0.4	-1.2	-7	4	11	2	7	-15
C[C@@H]1CN([C@@H](C)CO)C(=O)Cc2cc(NC(=O)C3CCCCC3)ccc2O[C@H]1CN(C)S(=O)(=O)c1ccccc1	2	.	.	2	4	.	.	2	.
CCOC(=O)N1CCN(S(=O)(=O)c2cn(C)c(=O)n(C)c2=O)CC1	1	-3.6	-4.5	1	9	0	-25	2	-8
COC(=O)Nc1nc(-c2ccccc2)c(C(=O)c2ccc(Cl)cc2)s1	5	0.0	2.1	-2	0	3	-12	4	-1
COc1cc(N)c(Cl)cc1C(=O)OCC(=O)N1CCCCCC1	-1	.	.	-2	8	.	.	4	.
O=C(Oc1ccc(N2C(=O)C3C4CCC(C4)C3C2=O)cc1)c1ccco1 (centres undefined)	9	-3.0	-1.8	-1	-4	-8	-9	4	0
OCC1CCCN(C(=S)Nc2ccc(OC(F)F)cc2)C1 (centres undefined)	1	-3.0	-3.6	-1	-3	-5	-4	-4	-6
Cc1nc2ccc(Cl)cc2c(-c2ccccc2)c1CC(=O)O	25	-0.8	-2.4	-6	1	0	-8	0	-8
CC(=O)NCCNC(=O)C1CCCCN1S(=O)(=O)c1ccccc1 (centres undefined)	10	-2.0	-0.6	-1	1	3	-9	1	-1
Cc1ccc(N(CC(=O)N2CCc3ccccc3C2)S(C)(=O)=O)cc1	6	-3.4	-4.1	-5	3	-3	-6	2	-7
NS(=O)(=O)c1ccc(NC(=O)N[C@@H](Cc2ccccc2)C(=O)O)cc1	-47	-3.4	-2.8	1	.	2	-8	0	-2
CC(=O)C[C@@H](O)CC(=O)[C@H]1OC(=O)[C@H](C)CCCCc2ccccc21	-1	.	.	-2	-1	.	.	3	.

High-throughput results deposited in PubChem BioAssay by several laboratories.
